Source: PubChem
proCasp3 act: activates human procaspase-3 | recombinant procaspase-3 D3A, Ac-DEVD-pNA absorbance 405 nm | activation, % at 8.5 µM | 330,000 tested, 0.11% active | AID 463141;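 active = activation above the mean of all tested compounds plus 3 SD, cut at about 21% in these data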;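 also: 0% = DMSO alone and 100% = DMSO wells spiked with extra 5 µM PC-3 D3A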
Target sequence (P42574 whole entry D9A/D28A/D175A): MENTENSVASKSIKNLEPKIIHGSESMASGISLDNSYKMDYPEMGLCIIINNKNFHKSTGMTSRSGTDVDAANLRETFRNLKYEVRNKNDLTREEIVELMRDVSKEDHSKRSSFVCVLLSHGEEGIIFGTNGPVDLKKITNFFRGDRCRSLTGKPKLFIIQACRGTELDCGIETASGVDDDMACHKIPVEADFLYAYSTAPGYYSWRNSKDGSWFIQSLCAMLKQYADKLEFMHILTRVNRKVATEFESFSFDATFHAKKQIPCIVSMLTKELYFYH
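assay system = Procaspase-3 D3A mutant | signal = absorbance at 405 nm, 0 and 120 min | times = 1 h preincubation plus 2 h reaction at 25 °C | repeats = single replicate | read-out = % activation between DMSO and enzyme-spiked controls | medium = Zinc-free HEPES saline buffer with Triton X-100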
RPL19A TOR yeast: yeast TOR pathway RPL19A-GFP modulation; percent response vs DMSO, % at 10 µM; S. cerevisiae RPL19A-GFP strain, flow cytometry, 3 h; active compounds read low; 330,000 tested, 0.3% active;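 active = percent response vs DMSO below 50%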;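 also: median channel GFP fluorescence of the barcoded RPL19A-GFP strain; ratio of sample median GFP to plate DMSO average so 100% = DMSO; lower means less RPL19A-GFP as with rapamycin TOR inhibition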
Yeast superoxide: caloric restriction mimetics inhibiting age-related superoxide in yeast; 330,000 tested, 0.18% active; S. cerevisiae aged cells, superoxide DHE fluorescence; active compounds read low; superoxide response (% of plate mean), % at 10 µM;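 active = superoxide response under a set limit, about three screen SD below normal, cut at about 65% in these data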;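 also: yeast aged for seven days with compound at 30 °C before DHE staining; 100% = average MFI of all compound-treated wells on the plate with controls excluded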
GASC-1 inh: inhibitors of human GASC-1 (JMJD2C) demethylase; GST-JMJD2C(1-420) H3K9me3 demethylation, DELFIA europium; Q9H3R0; 330,000 tested, 0.069% active; AID 2099; inhibition, % at 2.35 µM;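 active = more than half of a compound's replicate wells show inhibition beyond 50%, single wells judged on their own value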;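 also: signal counts dimethyl H3K9 product captured on neutravidin plate; 0% = median of DMSO wells and 100% = 0.3 times that DMSO median; strong numbers were not always called active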
Target sequence (Q9H3R0 1-420 limits assumed): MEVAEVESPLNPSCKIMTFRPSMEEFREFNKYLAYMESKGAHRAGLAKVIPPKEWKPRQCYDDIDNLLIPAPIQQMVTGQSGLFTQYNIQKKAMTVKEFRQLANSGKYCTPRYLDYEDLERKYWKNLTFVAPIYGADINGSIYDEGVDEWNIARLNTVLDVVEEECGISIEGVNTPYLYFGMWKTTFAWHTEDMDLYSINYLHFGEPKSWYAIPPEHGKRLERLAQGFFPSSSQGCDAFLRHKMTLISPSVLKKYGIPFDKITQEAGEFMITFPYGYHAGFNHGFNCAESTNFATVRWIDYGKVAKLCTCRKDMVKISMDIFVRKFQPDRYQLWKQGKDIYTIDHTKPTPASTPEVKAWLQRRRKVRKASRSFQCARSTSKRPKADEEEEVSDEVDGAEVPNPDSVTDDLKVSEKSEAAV
MEP2 TOR yeast: alters MEP2-GFP fluorescence in TOR pathway yeast screen; 330,000 tested, 0.51% active; S. cerevisiae MEP2-GFP strain, flow cytometry GFP, 3 h; 100% = DMSO control level; AID 2016; GFP response vs DMSO, % at 10 µM;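 active = GFP response versus DMSO above a set limit, roughly screen mean plus 3 SD, cut at about 180% in these data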;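 also: median GFP fluorescence of the barcode-gated MEP2-GFP cells per well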
procasp7 counter: activates human procaspase-7, counter-screen for procaspase-3 activators; AID 463210; 330,000 tested, 0.093% active; recombinant procaspase-7, Ac-DEVD-pNA absorbance 405 nm; D23A/D198A/D206A triple mutant, cannot self-cleave; scale: DMSO 0, 5 µM enzyme 100; activation, % at 8.5 µM; P55210;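 active = percent activation above the screen-wide mean plus 3 SD, cut at about 25% in these data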
Target sequence (P55210 whole entry D23A/D198A/D206A): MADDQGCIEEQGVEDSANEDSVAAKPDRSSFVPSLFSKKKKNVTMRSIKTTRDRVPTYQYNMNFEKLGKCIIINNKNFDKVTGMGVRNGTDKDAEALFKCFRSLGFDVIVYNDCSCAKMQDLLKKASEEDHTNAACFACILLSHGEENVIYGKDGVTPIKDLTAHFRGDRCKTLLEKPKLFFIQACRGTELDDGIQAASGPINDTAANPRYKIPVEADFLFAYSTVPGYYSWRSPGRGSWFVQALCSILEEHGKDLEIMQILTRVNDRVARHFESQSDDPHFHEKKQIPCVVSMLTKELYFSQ
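Replicates: singlicate. Assay system: Procaspase-7 triple mutant (PC-7 D3A). Signal: 405 nm absorbance of p-nitroaniline. Times: 1 h preincubation, 2 h reaction. Buffer or medium: Zinc-free HEPES pH 7.4 with 300 mM NaCl, 0.01% Triton X-100. Also added: DEVD-pNA substrate. Benchmarks: DMSO wells as 0%, DMSO with 5 µM added PC-7 as 100%.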
LAP4 TOR yeast: yeast TOR pathway LAP4-GFP modulation; S. cerevisiae LAP4-GFP multiplex, flow cytometry GFP, 3 h; median GFP as percent of DMSO wells; GFP response vs DMSO, % at 10 µM; 320,000 tested, 0.34% active; AID 2023;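 active = GFP response vs DMSO above a set limit, about the screen mean plus 3 SD, cut at about 150% in these data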
AHR act: activates the human aryl hydrocarbon receptor; 320,000 tested, 2.5% active; AID 2796; AHR-responsive luciferase reporter cells, luminescence; activation, % at 5 µM; in the data active = activation above about 47%;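 also: 0% = vehicle wells and 100% = reference agonist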
* hit, by the source's call. Compounds as they come; overall some 3.8% were active at least once.

`CCOc1cc(CNCc2cccnc2)cc(Br)c1OCC(N)=O` gave proCasp3 act 3, RPL19A TOR yeast 103, Yeast superoxide 97, GASC-1 inh -6, MEP2 TOR yeast 120, procasp7 counter -7, LAP4 TOR yeast 87 and AHR act 7.
CCC(C)(C)NC(=O)CN(C(=O)c1snc(C(N)=O)c1N)c1ccc2nc(C)sc2c1 was read as proCasp3 act 5, RPL19A TOR yeast 101, Yeast superoxide 108, GASC-1 inh 6, MEP2 TOR yeast 103, procasp7 counter -3, LAP4 TOR yeast 97 and AHR act 5.
Screening Cc1ccc(OCC(=O)N/N=C/C=C/c2ccco2)cc1 returned proCasp3 act -21, RPL19A TOR yeast 96, Yeast superoxide 114, GASC-1 inh -26, MEP2 TOR yeast 107, procasp7 counter -22, LAP4 TOR yeast 110 and AHR act 0.
For COc1cnc(-c2ccccn2)nc1N(C)C the results were proCasp3 act 1, RPL19A TOR yeast 95, Yeast superoxide 103, GASC-1 inh 10, MEP2 TOR yeast 100, procasp7 counter -16, LAP4 TOR yeast 116 and AHR act -4.
Screening Cc1c(NC(=O)C(C)Oc2ncnc3ccccc23)c(=O)n(-c2ccccc2)n1C (stereo not drawn) returned proCasp3 act -9, RPL19A TOR yeast 103, Yeast superoxide 101, GASC-1 inh 5, MEP2 TOR yeast 109, procasp7 counter -5, LAP4 TOR yeast 105 and AHR act -1.
For COc1ccc(/C=N/N(C)c2cc(=O)n(C)c(=O)[nH]2)cc1OC the results were proCasp3 act 3, RPL19A TOR yeast 99, Yeast superoxide 109, GASC-1 inh 32, MEP2 TOR yeast 103, procasp7 counter 3, LAP4 TOR yeast 92 and AHR act 20.
`O=C(NC1CCCc2ccccc21)c1ccccn1` (stereo not drawn) gave proCasp3 act -7, RPL19A TOR yeast 90, Yeast superoxide 88, GASC-1 inh -4, MEP2 TOR yeast 108, procasp7 counter 1, LAP4 TOR yeast 93 and AHR act 3.
`O=C(NNC(=O)C1CCN(Cc2ccc(Cl)c(Cl)c2)CC1)c1cccs1` gave proCasp3 act -5, RPL19A TOR yeast 95, Yeast superoxide 88, GASC-1 inh -21, MEP2 TOR yeast 105, procasp7 counter 9, LAP4 TOR yeast 101 and AHR act 0.
CCN(CC)S(=O)(=O)c1cccc(N=Nc2sc(N)nc2C)c1 was read as proCasp3 act -9, RPL19A TOR yeast 101, Yeast superoxide 102, GASC-1 inh -1, MEP2 TOR yeast 102, procasp7 counter -17, LAP4 TOR yeast 105 and AHR act 0.
`COc1ccc(CNC(=O)CN(Cc2ccco2)C(=O)CNS(=O)(=O)c2ccc(F)cc2)cc1` gave proCasp3 act 7, RPL19A TOR yeast 99, Yeast superoxide 95, GASC-1 inh 5, MEP2 TOR yeast 108, procasp7 counter 6, LAP4 TOR yeast 93 and AHR act 0.
CC(=O)C1=C(c2ccccc2)NC(=S)NC1c1ccc(O)c(O)c1 (stereo not drawn) was read as proCasp3 act -8, RPL19A TOR yeast 100, Yeast superoxide 87, GASC-1 inh 13, MEP2 TOR yeast 99, procasp7 counter -12, LAP4 TOR yeast 98 and AHR act 0.
For CCOc1ccc(N(CC(=O)NC2CCCC2)C(=O)c2ccc(C)s2)cc1 the results were proCasp3 act 9, RPL19A TOR yeast 98, Yeast superoxide 100, GASC-1 inh 0, MEP2 TOR yeast 101, procasp7 counter 0, LAP4 TOR yeast 107 and AHR act 2.
CC/C(=C\C(=O)c1ccncc1)Nc1ccc(Br)cc1 was read as proCasp3 act 5, RPL19A TOR yeast 100, Yeast superoxide 92, GASC-1 inh -2, MEP2 TOR yeast 107, procasp7 counter 8, LAP4 TOR yeast 123 and AHR act 15.
Screening COc1ccc(C)cc1NC(=S)N1CCN(c2ncccn2)CC1 returned proCasp3 act -1, RPL19A TOR yeast 96, Yeast superoxide 102, GASC-1 inh 0, MEP2 TOR yeast 96, procasp7 counter -2, LAP4 TOR yeast 94 and AHR act 4.
Screening COc1ccc(CCNC(=O)COc2ccc3c(C)cc(=O)oc3c2)cc1 returned proCasp3 act 4, RPL19A TOR yeast 96, Yeast superoxide 112, GASC-1 inh 15, MEP2 TOR yeast 94, procasp7 counter 0, LAP4 TOR yeast 89 and AHR act 1.
`CN(C)S(=O)(=O)N1CCC(n2nccc2NC(=O)CCc2ccccc2)CC1` gave proCasp3 act 5, RPL19A TOR yeast 97, Yeast superoxide 94, GASC-1 inh 6, MEP2 TOR yeast 97, procasp7 counter -13, LAP4 TOR yeast 103 and AHR act -4.
`CC1(C)Cc2c(sc(NC(=O)C(=O)NCC3CCCO3)c2C(N)=O)CO1` (stereo not drawn) gave proCasp3 act 5, RPL19A TOR yeast 106, Yeast superoxide 92, GASC-1 inh 3, MEP2 TOR yeast 115, procasp7 counter 7, LAP4 TOR yeast 97 and AHR act 1.
Nc1ccccc1Nc1ccccc1 was read as proCasp3 act 3, RPL19A TOR yeast 102, Yeast superoxide 72, GASC-1 inh -5, MEP2 TOR yeast 115, procasp7 counter -7, LAP4 TOR yeast 113 and AHR act 32.
For CCOC(=O)c1sc(NC(=O)CSc2nc3c(c(-c4ccc(OC)cc4)c2C#N)CCCC3)c(C#N)c1C the results were proCasp3 act 4, RPL19A TOR yeast 97, Yeast superoxide 110, GASC-1 inh 37, MEP2 TOR yeast 98, procasp7 counter -4, LAP4 TOR yeast 95 and AHR act -1.
`COc1cccc(NC(=O)COC(=O)c2cc(=O)c3ccccc3o2)c1` gave proCasp3 act -2, RPL19A TOR yeast 100, Yeast superoxide 105, GASC-1 inh -9, MEP2 TOR yeast 102, procasp7 counter 8, LAP4 TOR yeast 97 and AHR act 5.

Among those listed so far, four contain a thiophene ring, fused or not:
`O=C(NNC(=O)C1CCN(Cc2ccc(Cl)c(Cl)c2)CC1)c1cccs1` gave proCasp3 act -5, RPL19A TOR yeast 95, Yeast superoxide 88, GASC-1 inh -21, MEP2 TOR yeast 105, procasp7 counter 9, LAP4 TOR yeast 101 and AHR act 0.
For CCOc1ccc(N(CC(=O)NC2CCCC2)C(=O)c2ccc(C)s2)cc1 the results were proCasp3 act 9, RPL19A TOR yeast 98, Yeast superoxide 100, GASC-1 inh 0, MEP2 TOR yeast 101, procasp7 counter 0, LAP4 TOR yeast 107 and AHR act 2.
`CC1(C)Cc2c(sc(NC(=O)C(=O)NCC3CCCO3)c2C(N)=O)CO1` (stereo not drawn) gave proCasp3 act 5, RPL19A TOR yeast 106, Yeast superoxide 92, GASC-1 inh 3, MEP2 TOR yeast 115, procasp7 counter 7, LAP4 TOR yeast 97 and AHR act 1.
For CCOC(=O)c1sc(NC(=O)CSc2nc3c(c(-c4ccc(OC)cc4)c2C#N)CCCC3)c(C#N)c1C the results were proCasp3 act 4, RPL19A TOR yeast 97, Yeast superoxide 110, GASC-1 inh 37, MEP2 TOR yeast 98, procasp7 counter -4, LAP4 TOR yeast 95 and AHR act -1.

The list continues:
For CC(=O)N1c2ccc(S(=O)(=O)N3CCCC(C(=O)Nc4cccc(F)c4)C3)cc2CC1C (stereo not drawn) the results were proCasp3 act 7, RPL19A TOR yeast 102, Yeast superoxide 104, GASC-1 inh 3, MEP2 TOR yeast 107, procasp7 counter 12, LAP4 TOR yeast 110 and AHR act -3.
CCOc1ccc(NC(=O)CN(C)C(=O)c2cc(S(=O)(=O)N3CCCCC3)ccc2C)cc1OCC was read as proCasp3 act 4, RPL19A TOR yeast 89, Yeast superoxide 103, GASC-1 inh -39, MEP2 TOR yeast 91, procasp7 counter 11, LAP4 TOR yeast 95 and AHR act -3.
For COC(=O)C1=NN(c2ccccc2)C2(S1)SC(C(C)=O)=C(C)N2c1ccccc1 (stereo not drawn) the results were proCasp3 act 4, RPL19A TOR yeast 95, Yeast superoxide 85, GASC-1 inh -12, MEP2 TOR yeast 92, procasp7 counter -2, LAP4 TOR yeast 91 and AHR act -2.
CC(C)N(C(=O)CSc1nc2ccccc2n1-c1ccccc1)C(C)C was read as proCasp3 act -12, RPL19A TOR yeast 98, Yeast superoxide 83, GASC-1 inh 0, MEP2 TOR yeast 100, procasp7 counter -8, LAP4 TOR yeast 100 and AHR act 6.
For Cc1cccc(-n2c(-c3ccco3)nc3nc4ccccc4nc32)c1 the results were proCasp3 act 1, RPL19A TOR yeast 97, Yeast superoxide 106, GASC-1 inh 4, MEP2 TOR yeast 98, procasp7 counter 9, LAP4 TOR yeast 82 and AHR act 4.
Screening Cc1cc(N2CCN(c3ccc([N+](=O)[O-])c4cccnc34)CC2)c2ccccc2n1 returned proCasp3 act 7, RPL19A TOR yeast 103, Yeast superoxide 88, GASC-1 inh -11, MEP2 TOR yeast 113, procasp7 counter -1, LAP4 TOR yeast 102 and AHR act -3.
For O=C(Nc1ccccc1C(=O)Nc1ccc(F)cc1)c1ccco1 the results were proCasp3 act 9, RPL19A TOR yeast 102, GASC-1 inh -12, MEP2 TOR yeast 108, procasp7 counter -4, LAP4 TOR yeast 104 and AHR act 172*.
CCC1NC(=S)NC(C)=C1C(=O)c1ccccc1 (stereo not drawn) was read as proCasp3 act -6, RPL19A TOR yeast 104, Yeast superoxide 110, GASC-1 inh 12, MEP2 TOR yeast 101, procasp7 counter -3, LAP4 TOR yeast 123 and AHR act -2.
CCCCC[C@H]1CN(CCc2ccccc2)C(=O)[C@@H]1CC(=O)NCc1ccc(OC)cc1 was read as proCasp3 act 7, RPL19A TOR yeast 105, Yeast superoxide 99, GASC-1 inh 6, MEP2 TOR yeast 95, procasp7 counter -1, LAP4 TOR yeast 130 and AHR act 1.
For CCOC(=O)C1CCN(c2ncnc3c2[nH]c2cccc(OC)c23)CC1 the results were proCasp3 act -2, RPL19A TOR yeast 94, Yeast superoxide 87, GASC-1 inh -2, MEP2 TOR yeast 93, procasp7 counter 3, LAP4 TOR yeast 96 and AHR act 1.
CCn1ccc(C(=O)N2CCOCC2)n1 was read as proCasp3 act 4, RPL19A TOR yeast 106, Yeast superoxide 95, GASC-1 inh 1, MEP2 TOR yeast 107, procasp7 counter 6, LAP4 TOR yeast 102 and AHR act -3.
Screening Cc1nc2ccccc2n1C(=O)c1cc(-c2ccc(Br)cc2)nc2ccccc12 returned proCasp3 act -2, RPL19A TOR yeast 98, Yeast superoxide 95, GASC-1 inh 7, MEP2 TOR yeast 97, procasp7 counter -4, LAP4 TOR yeast 110 and AHR act 1.
